High-throughput results from PubChem BioAssay.
GPR55 antagonists: GPR55 antagonists blocking LPI-driven arrestin recruitment, primary screen, imaging, U2OS, beta-arrestin-GFP, LPI agonist (AID 2013) | 290,000 tested, 0.13% active | inhibition, % at 10 µM; hits with a dose series show IC50 in µM | U2OS GPR55 beta-arrestin-GFP translocation imaging, LPI antagonism; higher % means a stronger effect | G-protein coupled receptor 55 (Homo sapiens);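 active = spots per cell inhibited over 60%, with over 100 cells counted and total cytoplasm intensity under 500,000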;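 also: U2OS cells stably carrying GPR55 and arrestin-GFP stimulated by 5 µM LPI near EC80; imaged beta-arrestin-GFP aggregate spots per cell after agonist stimulation; plate controls were LPI-stimulated DMSO wells for no effect and DMSO wells without LPI for full effect; some results filed as inactive read as strong as hits; confirmed hits need IC50 under 10 µM and bright autofluorescent wells are also inconclusive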
GPR55 beta-arrestin: GPR55 agonists via beta-arrestin recruitment, primary screen, imaging, U2OS cells, beta-arrestin-GFP redistribution (AID 1961); 290,000 tested, 0.048% active; activation, % at 10 µM; hits with a dose series show EC50 in µM; G-protein coupled receptor 55 (Homo sapiens); U2OS GPR55 beta-arrestin-GFP redistribution imaging; higher % means a stronger effect;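 active = activation above 40% with more than 50 cells counted in the well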;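 also: U2OS osteosarcoma cells stably expressing GPR55 and beta-arrestin-GFP; plate controls were DMSO negative control for no effect and LPI positive control for full effect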
AID2073: inhibitors of Mint1-CaV2.2 protein interaction, biochemical, HTRF (AID 2073); HTRF protein-protein interaction, Mint1-CaV2.2; higher % means a stronger effect; 290,000 tested, 0.19% active; Voltage-dependent N-type calcium channel subunit alpha-1B (Homo sapiens); inhibition, % at 20 µM, or IC50 in µM where a hit was titrated; in the data active = inhibition mostly above about 51%, no sharp cut-off; also: some results filed as inactive read as strong as hits
NOD1 NF-kB reporter: NOD1 signaling inhibitors, primary screen, cell-based, luminescence, uHTS (AID 1578). NOD1-driven NF-kB luciferase reporter cells, luminescence; higher % means a stronger effect. one-dose inhibition, % at 4 µM; EC50 in µM for titrated hits. 290,000 tested, 1% active; in the data active = inhibition mostly above about 36%, no sharp cut-off; inactive = mostly below about 34%;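 also: HEK-293T reporter cells stimulated with the NOD1 agonist gamma-tri-DAP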
HIV peptide binding: inhibitors of HIV fusion peptide binding, primary screen, biochemical, uHTS, fluorescence dequenching (AID 1986). cell-free peptide binding, fluorescence dequenching, 30 min; higher % means a stronger effect. inhibition, % at 20 µM; hits with a dose series show IC50 in µM. 290,000 tested, 0.3% active; in the data active = inhibition mostly above about 52%, no sharp cut-off; inactive = mostly below about 76%; also: some results filed as inactive read as strong as hits
KOR beta-arrestin-1: KOR antagonists, beta-arrestin recruitment, cell-based, luminescence, uHTS (AID 1778) | KOR beta-arrestin recruitment, luminescence, antagonist mode; higher % means a stronger effect | Kappa-type opioid receptor (Homo sapiens) | one-dose inhibition, % at 10 µM; IC50 in µM for titrated hits | 290,000 tested, 0.091% active; in the data active = inhibition above about 50%; also: strong numbers were not always called active
KOR beta-arrestin-2: KOR agonists, beta-arrestin recruitment, primary screen, cell-based, luminescence, uHTS (AID 1777). Kappa-type opioid receptor (Homo sapiens). KOR beta-arrestin recruitment, luminescence; higher % means a stronger effect. 280,000 tested, 0.02% active. activation, % at 10 µM, or EC50 in µM where a hit was titrated; in the data active = activation above about 50%, passing the limit was not always enough; also: a part of the inactive calls stands beside numbers as strong as those of hits
SIAH1 antagonists: Siah-1 peptide-binding antagonists, primary screen, biochemical, fluorescence polarization, rhodamine-plectin, uHTS (AID 1817) | E3 ubiquitin-protein ligase SIAH1 (Homo sapiens) | Siah-1 / rhodamine-plectin peptide fluorescence polarization; higher % means a stronger effect | displacement, % at 20 µM; hits with a dose series show IC50 in µM | 290,000 tested, 0.02% active;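 active = displacement of at least 50% at 20 µM, with a fluorescence ratio check between 0.3 and a set limit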;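 also: plate controls were Siah plus tracer with DMSO for no effect and tracer alone without Siah for full effect; strong numbers were not always called active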
GPR35 antagonists: GPR35 antagonists blocking zaprinast-driven arrestin recruitment, primary screen, imaging, U2OS, beta-arrestin-GFP, zaprinast agonist (AID 2058) | G-protein coupled receptor 35 (Homo sapiens) | U2OS GPR35 beta-arrestin-GFP translocation imaging, zaprinast antagonism; higher % means a stronger effect | inhibition, % at 10 µM, or IC50 in µM where a hit was titrated | 290,000 tested, 0.052% active;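 active = inhibition of at least 50% with at least 30 cells and total cytoplasm GFP at most 10,000,000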
* marks the source's active call; other numbers are inactive results; x = no result given; [ ] = remark or other dose. A portion of the library (hit frequency here may not be typical).

SMILES	GPR55 antagonists	GPR55 beta-arrestin	AID2073	NOD1 NF-kB reporter	HIV peptide binding	KOR beta-arrestin-1	KOR beta-arrestin-2	SIAH1 antagonists	GPR35 antagonists
CC1Cc2nc(SCC(=O)NCC3CCCO3)n(-c3ccc(F)cc3)c(=O)c2S1 (configuration not stated)	12%	-0.1%	8%	-26%	0.3%	-7%	4.0%	-4%	3%
Nc1ccc2nc(SCC(=O)Nc3ccc(N4CCOCC4)c(Cl)c3)sc2c1	6%	0.1%	12%	-15%	0.1%	-9%	1.0%	-4%	-11%
O=C(NC(Cc1c[nH]c2ccccc12)C(=O)Nc1ccc(F)cc1)c1cccs1 (configuration not stated)	5%	-0.3%	4%	-19%	1.1%	3%	-2.2%	-5%	-1%
O=C(Nc1ccc(OC(F)(F)F)cc1)C1=NCCN1	6%	-0.2%	-4%	-11%	-1.9%	21%	-1.4%	0%	2%
Cc1[nH]c2ccccc2c1-c1csc(NC(=O)CSCC(=O)O)n1	7%	-0.1%	-24%	-11%	3.8%	5%	2.2%	15%	-2%
Cc1oc(-c2cccc(F)c2)nc1CN1CCCCC1CCc1ccccn1 (configuration not stated)	7%	0.2%	-2%	-18%	-1.3%	2%[20 µM]	x	-6%	13%
COc1ccc(N(C(C)C(=O)Nc2ccc(S(=O)(=O)N3CCOCC3)cc2)S(C)(=O)=O)cc1 (configuration not stated)	2%	0.2%	2%	-40%	1.0%	-15%	-0.2%	0%	15%
NC(=O)NC(=O)COC(=O)c1ccccc1OCc1ccc(F)cc1	0%	0.9%	10%	-12%	-2.2%	9%	-2.1%	2%	0%
Cc1ccc(Nc2nnc(C3C(=O)N(C)C4(C)CC3c3cc(Br)ccc3O4)s2)cc1 (configuration not stated)	6%	1.0%	1%	-14%	1.4%	12%	0.2%	0%	-6%
COc1ccc(NC(=O)c2sccc2C)c([N+](=O)[O-])c1	1%	0.0%	-3%	-29%	-0.3%	10%	-6.2%	1%	-5%
CN1C(=O)CSc2ccc(NC(=O)NCc3cccnc3)cc21	5%	1.1%	-7%	-36%	0.8%	-4%	2.0%	0%	-5%
O=C(COc1ccccc1)N1CCN(C(=O)COc2ccccc2)CC1	3%	0.9%	-7%	-18%	-1.3%	-18%	-4.0%	-2%	0%
O=C1CSC(c2ccccc2F)N1 (configuration not stated)	-5%	-0.2%	-3%	14%	-0.9%	6%	-0.6%	-7%	15%
CC(=O)c1cccc(NC(=O)CCc2nnc3ccc(N4CCN(C)CC4)nn23)c1	0%	0.6%	8%	-17%	0.3%	-6%	-4.7%	8%	-2%
O=C(O)CC1(CC(=O)Nc2cc(F)ccc2Cl)CCCCC1	-4%	0.7%	0%	-6%	-1.0%	23%	3.2%	9%	9%
Cc1cccc(N2CCN(C(=O)Cn3ccc4ccccc4c3=O)CC2)c1C	23%	-0.2%	-5%	-10%	-0.4%	-3%	-3.5%	-1%	8%
COc1ccc(CN2CCN(Cc3nc4ccccc4s3)CC2CCO)c(C)c1C (configuration not stated)	3%	-0.1%	-5%	26%	-0.3%	-17%[20 µM]	x	1%	17%
C=CCn1c(N2CCCCCC2)nc2c1c(=O)[nH]c(=O)n2C	13%	-0.1%	-2%	-1%	0.4%	20%	-3.9%	9%	1%
O=C(NCc1ccc(F)cc1)c1ccc(CS(=O)Cc2ccccc2Cl)o1 (configuration not stated)	-4%	0.3%	4%	-20%	0.3%	-4%	-0.4%	2%	2%
Cc1ccc(CC2CC(=O)N(c3nc4ccccc4n3C)C2=O)cc1 (configuration not stated)	-7%	-0.1%	-5%	-12%	-1.2%	0%	-0.7%	-1%	-6%
Cc1ccc(O)c(C2=NCCNC(C(F)(F)F)=C2)c1	12%	-0.1%	-13%	-8%	0.0%	6%	5.6%	-2%	-21%
CCOc1cc(C2C(C(=O)OCC(C)C)=C(C)N=C3SCCC(=O)N32)ccc1OC(C)=O (configuration not stated)	13%	-0.2%	2%	-20%	2.6%	19%	-1.0%	2%	-9%
CCCC(=O)Nc1ccc(C(=O)NNC(=S)NC(=O)c2ccc(Br)o2)cc1	13%	2.4%	9%	-10%	4.7%	7%	-3.5%	-2%	-10%
O=S(=O)(c1ccc(Cl)cc1)N1CCC(O)(c2cccnc2)CC1	-8%	0.2%	0%	-7%	-1.5%	-22%	2.1%	-2%	-1%
Cc1cc(C)cc(NC(=O)CSc2nc3ccccc3nc2N2CCCC2)c1	0%	0.0%	9%	-13%	0.5%	-39%[20 µM]	-2.3%	14%	1%
O=C1S/C(=C/c2ccc(N3CCOCC3)o2)C(=O)N1Cc1ccc(F)cc1	56%	-0.1%	52%	16%	56%	-6%	5.9%	3%	19%
CCOc1ccc(NC(=O)CCC(=O)Nc2nnc(CC)s2)cc1	10%	0.2%	8%	-18%	1.4%	22%	0.8%	3%	-5%
Cc1ccc(NC(=O)[C@H](CC(C)C)NC(=O)[C@@H]2Cc3ccccc3CN2)cc1	3%	-0.1%	-6%	-16%	1.2%	-6%	-4.5%	16%	12%
O=C(CCN1C(=O)/C(=C/c2cccs2)SC1=S)Nc1ccccn1	-8%	-0.3%	21%	-11%	32%	-6%	2.1%	-2%	-14%
CC1=NN(C(N)=S)C(=O)C1N=Nc1ccc(S(N)(=O)=O)cc1 (configuration not stated)	3%	-0.1%	-4%	-30%	0.7%	-8%[20 µM]	-5.8%	5%	-9%
CCOC(=O)c1nc2nc(-c3cccs3)cc(C(F)(F)F)n2n1	4%	-0.4%	22%	-1%	-0.2%	-29%	9.8%	-5%	6%
CCCC(=O)N(c1ccc2oc(=O)sc2c1)S(=O)(=O)c1ccccc1	-10%	-0.2%	8%	-9%	0.5%	37%	-1.7%	2%	-12%
O=C(Cn1nnc(-c2ccccc2)n1)NCc1ccc2c(c1)OCO2	17%	-1.0%	0%	-32%	-2.0%	-34%	1.4%	-1%	10%
O=S(=O)(NCc1ccc2c(c1)OCO2)c1cccc2nsnc12	2%	-0.1%	-6%	1%	-1.4%	8%	x	0%	1%
Nn1cc(-c2ccccc2)nc1SCC(=O)Nc1ccc(S(N)(=O)=O)cc1	9%	0.2%	-11%	-9%	0.5%	-9%	2.7%	0%	-8%
CON(c1nc(Cl)nc(N(C)C)n1)S(=O)(=O)c1ccccc1Cl	1%	-0.1%	13%	-11%	-3.7%	-12%	3.3%	-1%	12%
CCOC(=O)C(=NCC1CCCO1)NNc1ccccc1Cl (configuration not stated)	3%	-0.1%	-4%	-9%	-3.3%	4%	5.2%	11%	-1%
Cc1cc(=O)[nH]c2cc(Cl)ccc12	-4%	0.0%	28%	-11%	-1.3%	-9%	-1.2%	2%	17%
COc1ccc(C(=O)N2CCCC(O)C2)cc1OC1CCN(C(C)C)CC1 (configuration not stated)	10%	-0.1%	-2%	-32%	2.4%	0%	0.7%	6%	14%
O=C(NCc1ccccc1)c1cccc(Br)n1	-2%	-0.2%	3%	-31%	2.4%	3%	1.1%	4%	-3%
Cc1ccc(NC(=O)CN(C)c2ccc(S(=O)(=O)N3CCCC3)cn2)cc1	4%	0.0%	-3%	-13%	-2.0%	-17%	-0.6%	-5%	-2%
Cn1c(=O)n(CCCOc2ccc(Cl)cc2)c2ccccc21	-3%	-0.2%	6%	-14%	-2.1%	-5%	-3.0%	2%	-7%
CCc1ccc(NC(=O)C2CCN(S(=O)(=O)c3ccc4c(c3)N(C(C)=O)CCO4)CC2)cc1	-6%	-0.1%	12%	25%	-2.1%	-4%	-3.8%	-6%	22%
CCCOc1cccc(NC(=O)OC2CCN(C)CC2)c1	19%	0.9%	6%	-1%	1.8%	-1%	-5.3%	-5%	15%
Cc1ccc(NC(=O)c2sc3nc(C)cc(C)c3c2N)cc1	0%	-0.1%	24%	-11%	-0.1%	-32%	3.9%	-2%	-2%
Nc1nc(C23CC4CC(CC(C4)C2)C3)cs1	25%	0.1%	-1%	6%	-2.5%	-12%	5.1%	0%	0%
O=C(NCc1ccc(F)cc1)C1Cc2ccccc2CN1C(=O)c1ccco1 (configuration not stated)	1%	0.8%	-2%	-35%	-1.2%	-8%	0.5%	3%	18%
Cc1nnc(NC(=O)C2CCN(C(=O)c3ccco3)CC2)s1	-8%	-0.1%	4%	3%	-0.7%	0%	-3.5%	-3%	15%
CCN1CCN(C(=O)C(=O)c2cn(CC(=O)N3CCCCCC3)c3ccccc23)CC1	5%	-0.1%	11%	-36%	-3.1%	12%	-4.2%	0%	0%

Structural class, those above containing a CF3 group (3)
SMILES	GPR55 antagonists	GPR55 beta-arrestin	AID2073	NOD1 NF-kB reporter	HIV peptide binding	KOR beta-arrestin-1	KOR beta-arrestin-2	SIAH1 antagonists	GPR35 antagonists
O=C(Nc1ccc(OC(F)(F)F)cc1)C1=NCCN1	6%	-0.2%	-4%	-11%	-1.9%	21%	-1.4%	0%	2%
Cc1ccc(O)c(C2=NCCNC(C(F)(F)F)=C2)c1	12%	-0.1%	-13%	-8%	0.0%	6%	5.6%	-2%	-21%
CCOC(=O)c1nc2nc(-c3cccs3)cc(C(F)(F)F)n2n1	4%	-0.4%	22%	-1%	-0.2%	-29%	9.8%	-5%	6%

Limited to SIAH1 antagonists and GPR35 antagonists (6 entries from above):
mol	SIAH1 antagonists	GPR35 antagonists
COc1ccc(C(=O)N2CCCC(O)C2)cc1OC1CCN(C(C)C)CC1 (configuration not stated)	6%	14%
O=C(NCc1ccccc1)c1cccc(Br)n1	4%	-3%
Cc1ccc(NC(=O)CN(C)c2ccc(S(=O)(=O)N3CCCC3)cn2)cc1	-5%	-2%
Cn1c(=O)n(CCCOc2ccc(Cl)cc2)c2ccccc21	2%	-7%
CCc1ccc(NC(=O)C2CCN(S(=O)(=O)c3ccc4c(c3)N(C(C)=O)CCO4)CC2)cc1	-6%	22%
CCCOc1cccc(NC(=O)OC2CCN(C)CC2)c1	-5%	15%
